AddAB inh = less growth of phage-infected E. coli with AddAB | AID 435030 | E. coli expressing H. pylori AddAB, absorbance growth | inhibition, % at 11.9 µM | 330,000 compounds, 0.29% hits; in the data active means inhibition above about 12%;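 further: 0% = vehicle wells of infected cells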
Tat transport = blocks Tat-dependent protein export in E. coli; E. coli MC4100 TorA-mCherry Tat export, fluorescence; inhibition, % at 10 µM; 340,000 compounds, 0.036% hits; AID 488895;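 active means mean replicate inhibition at least 50% and at least half of replicates individually reaching 50%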;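 further: exported cargo escapes ClpAP degradation while cytoplasmic cargo is degraded and loses fluorescence; 0% = median of neutral control wells and 100% = median of NaSCN control wells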
Ecoli viability = reduces bacterial viability in AddAB counter-screen. E. coli V3065 growth, OD600 absorbance, 18 h. inhibition, % at 11.9 µM. 330,000 compounds, 0.27% hits. AID 449728;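 active means inhibition above the campaign's mean inhibition across all tested compounds plus 3 SD, cut at about 9.9% in these data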;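 further: uninfected addAB+ strain grown without phage in ampicillin broth; 0% = DMSO wells and 100% = ciprofloxacin 0.95 µg/ml wells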
HTR5A inv ag = HTR5A inverse agonism, opioid heterodimer counter-screen; P47898; HTR5A cell line, luminescence; inhibition, % at 9.3 µM; 340,000 compounds, 0.083% hits; in the data active means inhibition mostly above about 23%, no sharp cut-off; inactive means mostly below about 18%;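 further: 0% = cells with DMSO and 100% = no-cell wells with DMSO; some compounds called inactive have numbers as strong as hits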
PKA-R1A act = activates the PKA-R1A holoenzyme complex | P00514+P68181 | PKA-R1A dissociation, Cy5-IP20 fluorescence polarization; scaled: DMSO 0%, 113 µM cGMP 100% | activation, % at 11.4 µM | 340,000 compounds, 0.083% hits;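 active means percent activation above the mean of all tested compounds plus 3 SD, cut at about 19% in these data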;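 further: higher means more PKAc released from R1A so a rise in polarization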
phage Ecoli inh = E. coli growth loss with phage present. inhibition, % at 11.9 µM. 360,000 compounds, 0.26% hits. growth absorbance; in the data active means inhibition above about 11%
OPRM1-OPRD1 inv = mu-delta opioid heterodimer inverse agonism | inhibition, % at 9.3 µM | cell-based MOR-DOR heterodimer luminescence | 340,000 compounds, 0.21% hits | P35372+P41143; in the data active means inhibition above about 22%, passing the limit was not always enough;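 further: 0% = cells with DMSO and 100% = wells without cells with DMSO; values of inactives mirror those of a sister screen read the other way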
Target sequence (P35372 whole entry, looked up): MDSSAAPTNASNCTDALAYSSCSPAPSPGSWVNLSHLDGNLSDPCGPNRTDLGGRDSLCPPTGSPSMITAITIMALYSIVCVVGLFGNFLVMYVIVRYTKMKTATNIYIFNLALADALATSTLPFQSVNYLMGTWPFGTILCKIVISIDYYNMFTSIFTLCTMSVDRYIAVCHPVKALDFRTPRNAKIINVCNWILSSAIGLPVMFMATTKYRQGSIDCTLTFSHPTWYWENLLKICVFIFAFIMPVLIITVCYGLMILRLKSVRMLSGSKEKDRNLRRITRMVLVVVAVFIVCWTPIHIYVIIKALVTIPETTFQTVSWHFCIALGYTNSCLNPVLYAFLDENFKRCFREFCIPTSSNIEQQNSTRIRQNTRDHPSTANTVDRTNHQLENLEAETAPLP
Target sequence (P41143 whole entry, looked up): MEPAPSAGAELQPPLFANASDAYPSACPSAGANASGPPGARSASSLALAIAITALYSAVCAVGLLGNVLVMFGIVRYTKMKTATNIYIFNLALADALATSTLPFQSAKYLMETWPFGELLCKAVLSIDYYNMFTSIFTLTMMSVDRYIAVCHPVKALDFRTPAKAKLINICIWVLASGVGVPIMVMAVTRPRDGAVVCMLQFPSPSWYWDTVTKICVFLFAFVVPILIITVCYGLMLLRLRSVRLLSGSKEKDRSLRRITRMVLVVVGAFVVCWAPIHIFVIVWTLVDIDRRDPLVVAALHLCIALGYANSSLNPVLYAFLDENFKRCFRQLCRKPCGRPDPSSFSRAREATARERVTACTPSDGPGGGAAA
OPRM1-OPRD1 ag = agonists of human mu-delta opioid receptor heterodimerization. P35372+P41143. cells, OPRM1-OPRD1 heterodimerization, luminescence. activation, % at 9.3 µM. 340,000 compounds, 0.3% hits. AID 504326; in the data active means activation above about 18%;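 further: 0% = vehicle-treated cells and 100% = reference agonist; values of inactives mirror those of a sister screen read the other way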
PKA-R2B activ = activates the human PKA-R2B holoenzyme complex. AID 504700. P22694+P31323. PKA-R2B holoenzyme dissociation, Cy5-IP20 fluorescence polarization; R2B truncated from residue 108, S112A mutant; 0% DMSO only, 100% 113 µM cGMP. activation, % at 11.4 µM. 340,000 compounds, 0.079% hits;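 active means activation above a cutoff set at the mean over all compounds plus 3 SD, cut at about 18% in these data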;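 further: higher means more holoenzyme dissociation and a rise in polarization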
PfHsp90 set2 = inhibits growth of yeast expressing Plasmodium falciparum Hsp90; S. cerevisiae expressing PfHsp90, BacTiter-Glo ATP, 48 h; yeast lacking PDR1 and PDR3 efflux regulators; 310,000 compounds, 0.32% hits; inhibition, % at 9.4 µM; AID 504621;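 active means every replicate shows inhibition above about 80%, whatever the replicate mean, limit read from the data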;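 further: 0% = DMSO neutral controls and 100% = 20 µM radicicol positive controls; yeast relying on Plasmodium falciparum Hsp90 in place of its own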
Mot1-301 SUMO = SUMOylation pathway inhibition by Mot1-301 growth rescue | S. cerevisiae Mot1-301 growth rescue, ATP luminescence, 38.5C; percent above DMSO median, 100 means doubled | growth rescue, % at 18.8 µM | 320,000 compounds, 1% hits | AID 2716;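 active means every valid replicate shows activation above 250% relative to neutral control wells; inactive means the rest, any valid replicate at or below 250%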;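 further: OY570 slx delta 5 strain wells were the positive control but not used for scaling; some compounds called inactive have numbers as strong as hits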
Starred values were filed as active, the others as inactive; · = no result given.

SMILES	AddAB inh	Tat transport	Ecoli viability	HTR5A inv ag	PKA-R1A act	phage Ecoli inh	OPRM1-OPRD1 inv	OPRM1-OPRD1 ag	PKA-R2B activ	PfHsp90 set2	Mot1-301 SUMO
CC(NC(=O)C(=O)N1CCCCC1)C(c1cccs1)N1CCN(c2ccccc2F)CC1 (stereo not drawn)	4.4	0	-0.5	-10	-9	3.0	17	-3.4	1	1	1
CCOC(=O)N1CCN(C2CC(=O)N(c3ccc(F)cc3)C2=O)CC1 (stereo not drawn)	-1.1	1	-0.7	-10	0	0.6	8	-1.3	-15	-9	13
Cc1cc(-c2ccc(F)cc2)nc2cc(C(N)=O)nn12	3.0	3	1.8	8	-4	2.8	26	-4.6	10	21	1
O=C(O)CC(C(=O)O)c1cn(Cc2ccccc2)c2ccccc12 (stereo not drawn)	-1.6	-1	-0.5	-15	1	0.0	6	-1.2	-5	-7	122
O=C(CN1C(=O)C2CC=CCC2C1=O)NCc1ccc2c(c1)OCO2 (stereo not drawn)	4.3	-4	2.3	1	-6	2.3	17	-3.5	-1	15	0
CC(=O)c1nc(N2C(=O)CC(Cc3cc(C)cc(C)c3)C2=O)sc1C (stereo not drawn)	-0.9	-1	-2.8	-4	-5	3.1	-5	0.8	1	-25	3
COc1cccc(NC(=O)CN2C(=O)COc3ccc(S(=O)(=O)N4CCOCC4)cc32)c1	3.4	-10	-1.5	10	-9	1.4	13	-2.5	3	5	-1
COc1cc(C(C)=O)ccc1OCC(O)CN(CCO)Cc1ccccc1 (stereo not drawn)	2.5	3	3.6	-2	-4	1.5	12	-2.3	-8	18	·
Cc1c(NC(=O)CSc2nncn2-c2ccccc2)c(=O)n(-c2ccccc2)n1C	2.7	-6	2.8	5	9	2.9	8	-1.4	-8	·	·
Cc1noc(/C=C/N(C)C)c1S(=O)(=O)N1CCCC(C(=O)NC(C)c2ccccc2)C1 (stereo not drawn)	-0.9	7	-0.7	-24	-2	4.4	-7	1.3	-11	3	-6
CC(=O)Oc1ccc(-c2cccc(C(=O)NCC(=O)O)c2)cc1	1.0	-2	-0.8	-8	8	1.9	17	-3.7	1	7	7
C=CCc1cc(/C=N/n2cnnc2)cc(OCC)c1O	-0.9	-6	-3.7	-17	-2	4.8	-1	0.2	2	·	39
Cc1ccc(-n2nc(C)c3cc(C(=O)O)sc32)cc1	2.1	7	0.6	14	-3	2.5	-3	0.6	4	1	6
O=c1[nH]c2ccccc2c(O)c1Cc1ccccc1	4.8	-1	-1.3	-8	-11	1.1	16	-3.1	-9	-3	343
Nc1ccc(Nc2nc(-c3cccs3)cs2)cc1	-1.4	5	0.3	-2	-9	1.2	5	-1.1	5	-7	-5
CSCc1ccc(C(=O)N2CCCC(Nc3ccc(F)cc3)C2)o1 (stereo not drawn)	3.5	-9	-1.1	20	-13	-0.6	14	-2.8	6	-26	-1
Cc1ccc(-c2ccc(=O)n(CC(=O)N3CCN(c4cccc(C)c4)C(C)C3)n2)cc1 (stereo not drawn)	0.0	8	-2.7	1	-10	-0.4	-27	4.6	-16	-11	33
C/C(=N\N=C(N)N)c1ccc(Cl)cc1	2.7	1	4.3	-11	-9	7.8	10	-1.7	3	-2	-6
CCCn1c2ccccc2c2cnn(CC(=O)NC3CCN(Cc4ccccc4)CC3)c(=O)c21	0.5	6	-2.4	14	-12	0.3	2	-0.5	1	-1	1
CCn1c(-c2nn(C)c(C)c2Cl)n[nH]c1=S	2.0	-2	-1.5	-6	-11	2.3	16	-2.7	-10	·	-12
CCCCCn1nc(C(=O)N(CC)c2c(N)n(CCCC)c(=O)[nH]c2=O)c2ccccc2c1=O	-0.3	-6	-1.1	-3	1	0.6	12	-2.4	5	7	-7
COc1ccc(-n2nnnc2SCC(N)=O)cc1	0.2	4	-4.2	1	5	3.8	4	-0.7	0	-10	-9
Nc1c(C(=O)Nc2ccccc2F)sc2nc(-c3ccco3)ccc12	-1.8	-1	-0.2	7	-3	2.6	-1	0.1	0	-44	3
O=C(COC(=O)c1ccc(S(=O)(=O)N2CCCC2)cc1)Nc1ccc(N2CCOCC2)cc1	-0.3	-9	-0.3	·	·	2.7	·	·	·	10	2
CC(=O)Nc1ccccc1NC(=O)C/C(C)=N/NC(=O)c1ccncc1	1.8	3	-2.2	-16	-9	1.1	7	-1.6	-16	18	261
Cc1cc(C)n(Cc2cc(C(=O)O)c3ccccc3n2)n1	0.7	-16	-3.9	9	3	1.1	-2	0.3	6	-8	14
Cc1cccn2c(=O)c3cc(C(=O)NC4CCCC4)c(=N)n(CCCN4CCOCC4)c3nc12	-1.2	-3	-2.3	-8	-3	2.3	4	-0.7	-2	-12	-7
COc1cc(OC)cc(C(=O)Nc2ccc(Nc3ccccc3)cc2)c1	1.9	6	1.0	6	-2	2.2	5	-1.0	-2	3	18
O=C(CCNC(=O)Cn1ccc2ccccc2c1=O)NCc1ccc(F)cc1Cl	0.3	-18	1.3	-5	2	2.2	10	-2.2	-10	-18	-11
O=C(COC(=O)c1ccccn1)Nc1cccnc1Cl	2.1	-8	2.3	-16	-9	-2.5	2	-0.3	0	·	-7

Some of these compounds in order of their number in OPRM1-OPRD1 inv, lowest first:
molecule	OPRM1-OPRD1 inv
Cc1cc(C)n(Cc2cc(C(=O)O)c3ccccc3n2)n1	-2
Nc1c(C(=O)Nc2ccccc2F)sc2nc(-c3ccco3)ccc12	-1
O=C(COC(=O)c1ccccn1)Nc1cccnc1Cl	2
CCCCCn1nc(C(=O)N(CC)c2c(N)n(CCCC)c(=O)[nH]c2=O)c2ccccc2c1=O	12

The list continues.
SMILES	AddAB inh	Tat transport	Ecoli viability	HTR5A inv ag	PKA-R1A act	phage Ecoli inh	OPRM1-OPRD1 inv	OPRM1-OPRD1 ag	PKA-R2B activ	PfHsp90 set2	Mot1-301 SUMO
C/C(=N\Nc1nnc2c3ccccc3n(C)c2n1)c1ccc(C)o1	2.4	-4	-0.8	-5	-3	3.5	4	-0.8	8	14	0
COc1ccc(NS(=O)(=O)c2ccc(NS(=O)(=O)c3cccs3)cc2)cc1	0.0	-3	0.6	9	-12	2.8	-2	0.2	2	14	5
CC1CCCC(C)N1NC(=O)Cc1ccccc1 (stereo not drawn)	3.4	2	-0.4	-26	-7	0.5	-4	0.5	4	-12	-16
CC(NC(=O)c1cccs1)c1ccc2c(c1)OCO2 (stereo not drawn)	-1.1	-14	-2.2	18	-12	1.6	9	-1.6	-5	-14	-16
CCN(CC(=O)Nc1ccc(C(C)=O)cc1)CC(=O)Nc1ccc2c(c1)OCCO2	-1.3	-10	-2.8	2	0	-0.1	13	-2.5	0	9	-20
Cn1cc(S(=O)(=O)NC2CCCCCC2)c(=O)n(C)c1=O	3.0	-4	2.6	1	10	1.6	14	-2.6	10	9	270
COc1ccc(C(=O)NC(=S)NNC(=O)c2ccc(NC(C)=O)cc2)cc1Br	1.2	-9	6.9	-19	-7	6.4	23	-3.9	-6	-8	11
CCN(CC)S(=O)(=O)c1ccc(C(=O)NNc2nc(-c3ccccc3)c3cc(Br)ccc3n2)cc1	2.0	1	1.7	23	-7	2.0	7	-1.1	-5	-15	6
O=C(Nc1ccccc1Cl)N1CCN(c2ccc3nnc(-c4ccc(F)cc4)n3n2)CC1	-0.5	-5	1.6	-9	2	-1.6	13	-2.4	4	-10	0
COCCN=c1scc(-c2ccco2)n1/N=C/c1ccc(O)c(O)c1O	8.6	12	4.6	-15	-11	8.6	-29	6.0	-10	·	-9
CC(C)(C)c1nnc(SCC(=O)Nc2ccc(N3CCCCC3)cc2)n1N	-3.0	-3	-1.1	-4	-4	0.9	8	-2.0	2	5	15
CCN(CC)S(=O)(=O)c1ccc(C(=O)N2CCN=C2SC)cc1	3.9	-10	-2.9	-19	-19	1.8	10	-1.8	-4	10	8
CC(Oc1cc2oc(=O)c3c(c2cc1Cl)CCC3)C(=O)NCc1cccnc1 (stereo not drawn)	1.7	-3	-1.4	-13	1	2.4	2	-0.3	-6	9	14
Cc1ccc(C(=O)NCCNC(=O)c2cnccn2)cc1	2.0	0	0.9	-3	2	2.9	9	-1.7	-2	17	7
CN(C)C(=O)Nc1ccccc1CC[N+](=O)[O-]	1.6	-5	0.1	-7	6	3.3	16	-3.2	-3	6	3
COCc1[nH][nH]c(=O)c1C=Nc1ccc(C(F)(F)F)cc1	-0.2	2	-0.6	-3	7	4.4	4	-0.8	2	2	0
CCc1ccc2nc(Nc3ccc(OC)cc3OC)c(C#N)cc2c1	0.3	0	-1.0	·	·	1.1	·	·	·	3	279
CC12CCC(=O)N1C(C(=O)Nc1nc(-c3ccccc3)cs1)CS2 (stereo not drawn)	-0.2	5	0.3	-10	-8	3.8	3	-0.4	0	3	215
CCOc1ccc(Cn2ccnc2)cc1[N+](=O)[O-]	-2.4	11	0.3	-21	0	1.7	10	-1.7	5	-3	-8
C#CCOCCOCCOCCNc1nc(N2CCN(C(=O)[C@H]([C@@H](C)CC)n3cc(CCCCN)nn3)CC2)nc(N2CCN(C(=O)[C@H]([C@@H](C)CC)n3cc(CCCN=C(N)N)nn3)CC2)n1	4.0	-6	-3.6	-2	3	1.8	5	-0.9	-3	-12	-17
COc1ccc(C/C(C)=N\NC(=O)c2c[nH]c3ccccc23)cc1OC	-0.9	4	0.7	28	-6	2.0	13	-2.5	4	7	0
COc1ccc(C(=O)Nc2nnc(-c3ccccc3)s2)cc1	·	1	·	-18	3	2.1	4	-0.8	-4	-8	-14
COc1ccc(C2/C(=C(\O)c3ccc4c(c3)OCCO4)C(=O)C(=O)N2Cc2ccco2)c(OC)c1 (stereo not drawn)	-1.3	1	-2.0	0	-7	1.1	15	-2.7	-8	2	-13
CC(c1ccccc1)N1C(=O)C2C3C=CC(C4CC34)C2C1=O (stereo not drawn)	2.6	4	-1.0	10	-5	1.7	8	-1.1	4	8	12

Single records (already shown):
Profile of COc1ccc(C(=O)Nc2nnc(-c3ccccc3)s2)cc1 → AddAB inh = ·; Tat transport = 1; Ecoli viability = ·; HTR5A inv ag = -18; PKA-R1A act = 3; phage Ecoli inh = 2.1; OPRM1-OPRD1 inv = 4; OPRM1-OPRD1 ag = -0.8; PKA-R2B activ = -4; PfHsp90 set2 = -8; Mot1-301 SUMO = -14
Profile of COc1ccc(C2/C(=C(\O)c3ccc4c(c3)OCCO4)C(=O)C(=O)N2Cc2ccco2)c(OC)c1 (stereo not drawn) → AddAB inh = -1.3; Tat transport = 1; Ecoli viability = -2.0; HTR5A inv ag = 0; PKA-R1A act = -7; phage Ecoli inh = 1.1; OPRM1-OPRD1 inv = 15; OPRM1-OPRD1 ag = -2.7; PKA-R2B activ = -8; PfHsp90 set2 = 2; Mot1-301 SUMO = -13
